M. tuberculosis GlmU – inhibition of mycobacterial GlmU enzyme – biochemical, glucosamine-1-phosphate acetyltransferase (AID 1376) | 220,000 compounds, 0.25% hits | inhibition, %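 (tested at 30 µM in the primary screen)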, or IC50 in µM where a hit was titrated | M. tuberculosis GlmU acetyltransferase enzyme assay; higher % means a stronger effect; in the data active = inhibition above about 13%; inconclusive = no clear call, values can overlap the other calls;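 note: 0% = complete reaction with vehicle and 100% = reaction without substrate; strong numbers were not always called active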
RmlCD inh 1536 – blocks M. tuberculosis RmlC and RmlD coupled enzymes | 160,000 compounds, 0.03% hits | AID 1533 | P9WH09+P9WH11 | inhibition, % at 3.6 µM | RmlC+RmlD coupled enzyme assay, percent inhibition; primary screen in compound mixtures; in the data active = inhibition mostly above about 34%, no sharp cut-off; inconclusive = no clear call, values can overlap the other calls; inactive = mostly below about 22%; note: some results filed as inactive read as strong as hits
Target sequence (P9WH09 whole entry, looked up): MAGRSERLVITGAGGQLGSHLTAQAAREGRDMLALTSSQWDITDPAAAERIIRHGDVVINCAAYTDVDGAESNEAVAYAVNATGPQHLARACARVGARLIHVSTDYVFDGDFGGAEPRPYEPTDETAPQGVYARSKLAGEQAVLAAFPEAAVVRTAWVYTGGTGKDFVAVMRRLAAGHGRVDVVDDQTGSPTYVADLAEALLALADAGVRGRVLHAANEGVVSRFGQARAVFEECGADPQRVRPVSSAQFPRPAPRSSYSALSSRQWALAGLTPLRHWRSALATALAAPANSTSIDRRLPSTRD
Target sequence (P9WH11 whole entry, looked up): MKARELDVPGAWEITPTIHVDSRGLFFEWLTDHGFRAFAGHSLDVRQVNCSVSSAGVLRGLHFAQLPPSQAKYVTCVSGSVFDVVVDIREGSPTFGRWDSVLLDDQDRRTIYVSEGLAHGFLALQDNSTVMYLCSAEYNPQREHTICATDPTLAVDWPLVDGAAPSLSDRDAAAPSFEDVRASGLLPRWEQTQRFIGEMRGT
* = called active by the depositor; ? = inconclusive; nt = no result given. Only part of the results is shown; rates above refer to the full screens.

Each structure is followed by: RmlCD inh 1536, M. tuberculosis GlmU
- CC(C)(C)OC(=O)C1C(=O)CC(C)(O)C(C(=O)OC(C)(C)C)C1c1cccnc1 (stereo unspecified)
 : 9.7, 4.2%
- COC(=O)C1=C(C)N(CCCC(=O)O)C(=O)NC1c1ccc(C#N)cc1 (stereo unspecified)
 : nt, 0.8%
- COc1ccc(OC)c(N=c2oc3cc(O)ccc3cc2C(N)=O)c1
 : 4.0, 1.9%
- CN(C1=C(N2CCCCC2)C(=O)c2ccccc2C1=O)c1ccccc1
 : nt, 0.3%
- O=C(CCN1C(=O)/C(=C/C=C/c2ccccc2)SC1=S)Nc1cccnc1
 : 1.7, 0.4%
- CC(=O)c1c(C)[nH]c(C(=O)CSc2nnc(-c3ccccc3)n2Cc2ccc3c(c2)OCO3)c1C
 : nt, 3.6%
- O=C(CCc1c[nH]c2ccccc12)NCc1ccco1
 : -6.6, 0.5%
- N#Cc1c(Cn2cncn2)nc(=O)n(-c2ccc(Cl)cc2)c1N
 : nt, 2.4%
- COc1ccc(C(=O)/C=C/c2ccc(N(C)C)cc2)c(OC)c1
 : 0.2, 1.9%
- CC(C)(C)NC(=O)CCC1COc2ccccc2O1 (stereo unspecified)
 : 1.9, 5.2%
- O=C(CN1CCCc2ccccc21)N/N=C/c1ccccc1O
 : 14.6, -4.5%
- Cc1cccc(NC2=NC3(CCCCC3)N=C(N)N2)c1C
 : nt, 1.8%
- C(=N\Nc1nc(N2CCCCC2)nc(N2CCCCC2)n1)/c1c[nH]c2ccccc12
 : 6.9, 1.9%
- CCN(CC)CC(=O)NCC1(c2ccccc2)CCOCC1
 : 4.0, -6.1%
- CC[n+]1c(/C=C/Nc2ccccc2)oc2ccccc21
 : 7.0, -1.7%
- Cc1nc2ccc(C(C(F)(F)F)(C(F)(F)F)C(F)(F)F)cc2[nH]1
 : nt, -6.3%
- CCOC(=O)/C=c1\s/c(=C\c2ccc3c(c2)OCCO3)c(=O)n1CC(=O)NCC1CCCO1 (stereo unspecified)
 : nt, 2.2%
- CCOC(=O)N1CCN(Cc2nc3c(c(=O)n(C)c(=O)n3C)n2Cc2ccc(F)cc2)CC1
 : 1.2, 0.5%
- OCCC1CN(Cc2nc3c(s2)CCCC3)CCN1Cc1ccsc1 (stereo unspecified)
 : -2.6, -4.5%
- Cc1cccc(OCc2nnc(SCC(=O)c3cccs3)n2C)c1C
 : nt, 2.4%
- O=S(=O)(c1ccc(F)cc1)n1ccc(-c2cccc(OCc3c(F)cccc3Cl)c2)n1
 : 4.0, 4.2%
- O=C(CSc1ccccc1[N+](=O)[O-])NC1CCS(=O)(=O)C1 (stereo unspecified)
 : 7.5, -2.9%
- CCc1ccc(C2C(C#N)=C(N)N(N3CCOCC3)C3=C2C(=O)CC(C)(C)C3)s1 (stereo unspecified)
 : -14.6, 1.9%
- Cn1cc(Cl)c(C(=O)N2CCN(c3ncccn3)CC2)n1
 : 1.3, 6.1%
- COc1ccc(CC(=O)c2ccccc2C(=O)O)cc1
 : nt, 0.7%
- CCC(C)N(C)C1CCN(C(=S)Nc2ccc(OC)cc2)CC1 (stereo unspecified)
 : -4.2, 1.7%
- Cc1ccc(CNS(=O)(=O)c2ccc(C(F)(F)F)cc2)n1C
 : -5.8, 1.1%
- CCCc1nc2ccccc2n1C(=S)SC
 : nt, -1.9%
- Cn1c(=O)cc(SCC(=O)N2CCCC2)c2cc(Cl)ccc21
 : 8.3, -0.1%
- CCOC(=O)/C(C#N)=C/c1ccc(OC(=O)c2ccco2)c(OCC)c1
 : 5.5, 0.7%

Next section:
Each structure is followed by: RmlCD inh 1536, M. tuberculosis GlmU
- Cc1ccc(C2(C)NC(=O)N(Cc3c(C)noc3C)C2=O)cc1 (stereo unspecified)
 : 6.0, -4.3%
- CCCCC(CC)C(=O)NCc1ccccc1OC (stereo unspecified)
 : 9.2, 1.8%
- O=C(O)c1cccc(N/N=C/c2cccs2)c1
 : 3.6, 4.3%
- CCN(CC)CCN(C(=O)c1ccc(C(C)=O)cc1)c1nc2ccc(Cl)cc2s1
 : -6.8, -0.6%
- CC1CCN(S(=O)(=O)c2ccc(S(=O)(=O)NCc3cccnc3)cc2)CC1
 : 15.4, -0.6%
- Cc1ccc(OCC(=O)N2CCN(C(=O)Cc3ccccc3)CC2)cc1
 : nt, 5.4%
- CN(CC(=O)Nc1sc2c(c1C#N)CCCCC2)Cc1nc2ccccc2c(=O)[nH]1
 : 5.2, -5.0%
- Cc1cccc(C2c3[nH]c4ccccc4c3CCN2Cc2ccc(C)s2)n1 (stereo unspecified)
 : -4.7, -1.5%
- O=C(CN1C(=O)/C(=C\c2ccc(F)cc2)Oc2ccccc21)NCc1ccco1
 : 0.8, -2.5%
- CCCCNC(=O)Cc1c(O)c2ccccc2[nH]c1=O
 : nt, 1.2%
- CC1=CCC2C(=O)N(c3cccc(C(=O)N(C)C4CCCCC4)c3)C(=O)C2C1 (stereo unspecified)
 : -10.6, -1.1%
- O=C(NCCCN1CCOCC1)c1ccc(CS(=O)(=O)Cc2ccc(Cl)cc2)o1
 : 22.2, -0.3%
- O=C(/C=C/c1ccco1)NCc1ccco1
 : 3.6, 27.1%
- Cc1cc(C)cc(NC(=S)Nc2ccc(Cl)c(Cl)c2)c1
 : -10.1, -1.9%
- Cc1ccccc1CNC(=O)c1ccccc1N
 : 2.2, 1.3%
- CC1CN(CCCCOc2ccc(C(C)C)cc2)CC(C)O1 (stereo unspecified)
 : nt, 2.1%
- CC1=C(C(N)=O)C(c2cccnc2)n2nc(-c3cccc(Cl)c3)nc2N1 (stereo unspecified)
 : 12.0, 4.3%
- Cc1noc(C)c1C(=O)N1CCN(CCc2ccccc2)CC1
 : nt, 4.9%
- COC(=O)Nc1ncc(CN2CCC(c3ccccc3)CC2)s1
 : nt, 5.3%
- O=C1CC(c2ccccc2)CC(O)=C1C=NCCN1CCN(C(=O)Nc2ccccc2)CC1 (stereo unspecified)
 : nt, 0.0%
- CCN(CC)S(=O)(=O)c1ccc(S(=O)(=O)N(CC(=O)Nc2ccccc2)CC2CCCO2)cc1 (stereo unspecified)
 : nt, 1.3%
- CN(C)C(=O)Cn1cnc2c(cnn2-c2ccccc2Cl)c1=O
 : -2.6, 6.3%
- CC(=O)NCCOc1nc(N(C)C)nc(N2CCCCC2)n1
 : 8.6, 3.3%
- COc1ccc(C)cc1NC(=O)NCc1ccc(F)cc1
 : -13.2, 4.8%
- Nc1nc(C23CC4CCC(CC(C4)C2)C3)cs1
 : nt, 0.8%
- Cc1ccsc1/C=N\NC(=O)c1ccc2c(c1)OCO2
 : 10.6, nt
- COC(=O)c1cccc(NC(=O)c2cccc(OC)c2)c1
 : nt, -2.1%
- Cc1nn(Cc2c(Cl)cccc2Cl)c(C)c1NC(=O)c1cc(C(C)C)on1
 : -8.6, -6.0%
- CCCNS(=O)(=O)c1ccc(OCC(=O)N2CCOCC2)cc1
 : nt, -4.6%
- COc1ccc(NCc2nnc(SCC(=O)NNC(=O)c3ccc(C)cc3)n2C)cc1
 : 1.0, -0.3%

Additional records:
Each structure is followed by: RmlCD inh 1536, M. tuberculosis GlmU
- O=C(NCc1nc(-c2ccccc2)cs1)c1ccccc1
 : -8.7, 3.5%
- CSc1nc(C)cc(Oc2ccc(=O)[nH]n2)n1
 : -8.8, 1.2%
- CN(C)S(=O)(=O)c1cccc(NC(=O)COC(=O)c2cc(-c3cccc(Br)c3)nc3ccccc23)c1
 : nt, -3.1%
- Cn1nc(CC(=O)Nc2ccc(N3CCN(C(=O)OC(C)(C)C)CC3)cc2)c2ccccc2c1=O
 : 8.8, nt
- COc1ccc(CCN=C2SCC(=O)N2Cc2ccccc2)cc1OC
 : -0.2, -0.3%
- CCOC(=O)c1c(NC(=O)CN2CCN(C)CC2)sc(C(=O)Nc2ccccc2)c1C
 : nt, -5.8%
- COc1ccccc1-c1coc2c(CN3CCN(CCO)CC3)c(O)ccc2c1=O
 : nt, -6.9%
- Cc1nn(Cc2ccccc2Cl)c2sc(C(=O)NCc3ccc4c(c3)OCO4)cc12
 : nt, 1.4%
- CCOC(=O)c1cc2c(C)[nH]c(C)c2cc(C(=O)OCC)c1=O
 : nt, 3.5%
- Cn1c2c(c(=O)n(C)c1=O)C(c1ccc(Br)cc1)Nc1ccccc1O2 (stereo unspecified)
 : nt, 1.3%
- Nc1ccccc1C(=O)c1ccccc1
 : -3.2, 0.2%
- O=C(N/N=C/c1cn(-c2ccccc2)nc1-c1ccc2c(c1)OCCO2)c1ccncc1
 : -9.0, -1.2%
- CCOc1ccccc1NC(=O)Nc1cccc(NC(C)=O)c1
 : 26.4, 8.9%
- COc1cccc(N(C(=O)CNC(=O)c2ccco2)C(C(=O)NC2CCCCC2)c2ccncc2)c1 (stereo unspecified)
 : ?, 0.2%
- Cc1nc(C)c(C(=O)N/N=C/c2cc(Br)ccc2O)s1
 : nt, 1.8%
- CCN1C(=O)C2(SC(NC(C)=O)=NN2C(C)=O)c2cc(C)ccc21 (stereo unspecified)
 : 7.1, 0.4%
- O=C(Cc1ccccc1)NNC(=O)Nc1cccc(Cl)c1
 : 0.4, -4.2%
- COc1ccc(NC(=O)O/N=C/c2c(C)nn(C(C)(C)C)c2C)cc1
 : -9.7, -0.1%
- CCN(CC)S(=O)(=O)c1ccc(C(=O)N2CCN(CCN3C(=O)c4cccc5cccc(c45)C3=O)CC2)cc1
 : 3.6, 0.7%
- O=S(=O)(Cc1ccccc1Cl)N1CCCC1
 : nt, 0.1%
- Cc1cccc(N2CCN(Cc3nc(-c4ccc(F)cc4F)oc3C)CC2)n1
 : -2.1, -3.9%
- Cn1c2c(c(=O)n(C)c1=O)C(c1ccccc1F)C(C#N)=C(N)O2 (stereo unspecified)
 : -8.9, 0.3%
- COC(=O)Nc1[nH]ncc1[N+](=O)[O-]
 : 0.5, 2.0%
- Cc1cccc(N2CCN(C(=O)C3COc4ccccc4O3)CC2)c1C (stereo unspecified)
 : 8.8, 0.9%
- COC(=O)C1=C(C)N(c2ccc(S(N)(=O)=O)cc2)C(=O)C1
 : -3.2, 1.8%
- O=C(COC(=O)c1ccc(F)c(S(=O)(=O)N2CCCCC2)c1)NCc1ccc(F)cc1
 : nt, -3.7%
- COc1ccc(-c2nnn(Cc3ccccc3F)n2)cc1
 : nt, 1.7%
- Cc1ccnc(N2CCCC(C(=O)NCc3cccs3)C2)n1 (stereo unspecified)
 : nt, -6.1%
- CCc1c(C)nc(SCC(=O)Nc2ccc3c(c2)OCCO3)[nH]c1=O
 : -5.4, -8.4%
- CCOc1ccc(OCc2cccc(C(=O)N3CCOCC3)c2)cc1
 : -7.3, nt

(listing goes on)
Each structure is followed by: RmlCD inh 1536, M. tuberculosis GlmU
- CCC1CCCCN1S(=O)(=O)c1ccc(C(=O)Nc2nnc(-c3cccs3)o2)cc1 (stereo unspecified)
 : 4.9, nt
- CCCn1c(=O)c2ccccc2n2c(SCCOc3ccc(C)cc3)nnc12
 : nt, 0.6%
- COc1cc(/C=C2/SC(=NCc3ccccc3)N(Cc3ccccc3)C2=O)ccc1O
 : nt, 0.0%
- Cc1ccc(OCC(=O)N2CCc3ccccc32)cc1
 : -12.1, 4.5%
- O=C1c2cccc3cccc(c23)C(=O)N1c1nncs1
 : 19.1, 1.9%
- CCOC(=O)C1=C(N)N2C(=O)C(C)SC2=C(C(=O)OC)C1c1cccc(OC)c1 (stereo unspecified)
 : -8.3, 7.0%
- CCCCCC(=O)Nc1nnn(CCC)n1
 : -3.6, 2.0%
- O=[N+]([O-])c1cnc2nc(-c3ccncc3)nn2c1O
 : -7.8, -1.2%
- Nc1n[nH]c(CO)n1
 : -7.3, -0.2%
- Cn1c(Cc2ccccc2)nnc1SCC(=O)Nc1cccc(S(=O)(=O)NC2=NCCCCC2)c1
 : 3.9, -1.6%
- COc1ccccc1CCNS(=O)(=O)c1c(C)n(C)c(=O)n(C)c1=O
 : 8.9, -3.1%
- CC1=NN(C(C#N)c2ccccc2)C(C)(C)C1 (stereo unspecified)
 : 1.8, -1.4%
- COc1ccc(CNC(=O)CCc2c(C)nc3cc(-c4ccccc4OC)nn3c2C)cc1
 : 3.9, -6.3%
- Cc1nc(C(=O)N2CCc3c([nH]c4ccccc34)C2c2cc(F)ccc2F)cs1 (stereo unspecified)
 : nt, -6.2%
- O=C(c1cc2sccc2n1Cc1ccccc1)N1CCN(c2nc3ccccc3s2)CC1
 : nt, -0.5%
- C=CCNC(=S)NNC(=O)c1ccccc1
 : nt, 4.9%
- CCOC(=O)c1oc2cc(OCC(N)=O)ccc2c(=O)c1-c1ccc(OC)c(OC)c1
 : 9.7, -1.5%
- Cc1ccc(N=Cc2c(O)cc(C)oc2=O)c(C)c1
 : 8.3, -1.5%
- CC(C)NC(=O)CN1CCN(Cc2nc(C(c3ccccc3)c3ccccc3)no2)CC1
 : -4.7, 2.5%
- Cc1ccc(-c2csc3ncnc(SCC(=O)c4ccc5c(c4)OCCO5)c23)cc1
 : 19.9, -5.0%
- CC(=O)Nc1nonc1NC(=O)CSc1nc2ccccc2o1
 : 37.5, 3.2%
- Nc1ccc(C(=O)OCC(=O)NC2CC2)cc1[N+](=O)[O-]
 : 5.0, 7.2%

Ordered by molar mass (low to high): part of the list above
Each structure is followed by: RmlCD inh 1536, M. tuberculosis GlmU
- COc1ccc(C)cc1NC(=O)NCc1ccc(F)cc1
 : -13.2, 4.8%
- Cc1ccc(OCC(=O)N2CCN(C(=O)Cc3ccccc3)CC2)cc1
 : nt, 5.4%
- COc1ccccc1-c1coc2c(CN3CCN(CCO)CC3)c(O)ccc2c1=O
 : nt, -6.9%

2 of the compounds above, bar-delimited:
structure | RmlCD inh 1536 | M. tuberculosis GlmU
CCOC(=O)c1oc2cc(OCC(N)=O)ccc2c(=O)c1-c1ccc(OC)c(OC)c1 | 9.7 | -1.5%
CCCCCC(=O)Nc1nnn(CCC)n1 | -3.6 | 2.0%

Source: PubChem BioAssay (several laboratories)
